5HT1E ag – agonists of human 5-HT1E serotonin receptor. P28566. CHO 5-HT1E Ga15 NFAT-bla reporter, FRET; 0% DMSO wells, 100% control agonist wells. activation, % at 6 µM. 65,000 tested, 0.69% active. AID 574;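 active means activation above a set limit, the screen-wide mean activation plus 3 SD, cut at about 8.5% in these data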;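 further: 100% = positive control agonist at 1 µM giving full maximal response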
5HT1a antag – blocks the human serotonin 5-HT1a receptor; AID 612; CHO 5-HT1a Ga15 NFAT-bla reporter, antagonist mode; 62,000 tested, 0.68% active; inhibition, % at 10 µM;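 active means inhibition above the mean of all tested compounds plus 3 SD, cut at about 43% in these data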;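 further: receptor stimulated by 5-CT agonist at 100 nM near EC80; beta-lactamase reporter measured by ratiometric fluorescence of a cleavable substrate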
Target sequence (P08908 whole entry, looked up): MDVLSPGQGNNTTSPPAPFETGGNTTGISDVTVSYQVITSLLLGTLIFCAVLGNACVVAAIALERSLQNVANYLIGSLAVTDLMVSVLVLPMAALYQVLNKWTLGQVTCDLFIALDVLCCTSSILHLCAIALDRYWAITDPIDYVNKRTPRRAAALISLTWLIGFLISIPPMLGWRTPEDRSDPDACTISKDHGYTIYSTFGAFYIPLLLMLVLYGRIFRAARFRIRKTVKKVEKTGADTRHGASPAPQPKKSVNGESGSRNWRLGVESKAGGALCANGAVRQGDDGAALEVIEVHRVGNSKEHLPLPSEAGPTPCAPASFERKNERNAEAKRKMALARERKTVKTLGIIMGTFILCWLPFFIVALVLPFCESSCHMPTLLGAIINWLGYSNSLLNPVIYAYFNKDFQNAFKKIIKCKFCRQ
Ecoli tolC – E. coli tolC mutant growth inhibition; E. coli BW25113 tolC mutant growth, OD615; growth inhibition, % at 10 µM (by protocol); 65,000 tested, 2.2% active; AID 573;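 active means growth inhibition at or above a cutoff equal to the mean over every tested compound plus 3 SD, cut at about 60% in these data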;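 further: growth measured after 20 h incubation at 37 °C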
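System: E. coli ΔtolC::kan strain BW25113; Buffer or medium: LB broth supplemented with 50 µg/mL kanamycin; Compound: 10 µM final, single dose; Incubation: bacterial growth with compound for 20 h at 37 °C; Signal: A615 absorbance measurement; Evaluation: growth inhibition in percent.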
MMP13 inh – blocks human MMP13 activity; P45452; MMP-13 fTHP FRET cleavage, Mca fluorescence; inhibition, % at 4 µM; 65,000 tested, 0.07% active; AID 570;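 active means inhibition above the mean of compound-free control plate wells plus 3 SD, cut at about 14% in these data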;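 further: 0% = DMSO wells and 100% = wells with reference MMP-13 inhibitor after basal subtraction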
5HT1a ag – agonists of human 5-HT1a serotonin receptor; P08908; CHO 5-HT1a Ga15 NFAT-bla reporter, FRET ratio; 0% basal, 100% maximal reference agonist; activation, % at 10 µM; 65,000 tested, 0.56% active; AID 567;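 active means activation above the screen-wide mean activation plus 3 SD, cut at about 19% in these data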;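 further: 0% = DMSO wells and 100% = 5-CT at EC100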
SF1 activator – SF-1 (human) activation; CHO-K1 Gal4-SF-1 LBD luciferase reporter; % increase over DMSO SF-1-specific signal; activation, % at 10 µM; AID 522; Q13285; 65,000 tested, 1.9% active;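 active means activation above the mean activation of all tested compounds plus 3 SD, cut at about 50% in these data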
Target sequence (Q13285 whole entry, looked up, the tested form may be a part): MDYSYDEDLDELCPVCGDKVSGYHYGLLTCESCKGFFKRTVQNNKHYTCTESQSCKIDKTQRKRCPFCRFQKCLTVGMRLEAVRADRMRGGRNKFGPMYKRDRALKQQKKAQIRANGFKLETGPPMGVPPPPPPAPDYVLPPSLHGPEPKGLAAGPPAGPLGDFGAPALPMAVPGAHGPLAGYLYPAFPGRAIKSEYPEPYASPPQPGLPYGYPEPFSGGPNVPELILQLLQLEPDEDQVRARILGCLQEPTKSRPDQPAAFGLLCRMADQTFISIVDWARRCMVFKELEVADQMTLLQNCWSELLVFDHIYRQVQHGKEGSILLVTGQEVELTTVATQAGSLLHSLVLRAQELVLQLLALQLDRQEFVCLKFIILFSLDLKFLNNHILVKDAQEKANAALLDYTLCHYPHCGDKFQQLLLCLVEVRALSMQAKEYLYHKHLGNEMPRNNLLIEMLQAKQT
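Test system: CHO-K1 cells co-transfected with Gal4 DBD–human SF-1 LBD, 5xGal4 luciferase reporter. Quantity: 4,000 cells per well. Compound: 10 µM only. Incubation: compound added 1 h post-seeding, 20 h exposure at 37 °C, 5% CO2. Detection: SteadyLite luciferase luminescence. Replication: one test per compound.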
RORa activator – activates the human nuclear receptor RORA. CHO-K1 Gal4-RORA LBD luciferase reporter, luminescence; percent increase over mock-subtracted basal signal. activation, % at 10 µM. 65,000 tested, 1.5% active. P35398;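 active means activation above the mean of all tested compounds plus 3 SD, cut at about 49% in these data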;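 further: 0% = DMSO-treated RORA cells and 100% = added signal equal to DMSO minus mock-transfected cells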
5HT1E antag – blocks the human 5-HT1E serotonin receptor | CHO 5-HT1E Ga15 NFAT-bla reporter, FRET, antagonist | inhibition, % at 6 µM | 65,000 tested, 0.99% active | AID 571;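 active means inhibition above a set limit, the mean inhibition across every tested compound plus 3 SD, cut at about 29% in these data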;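 further: signal is the 460 over 535 nm emission ratio of beta-lactamase substrate; 0% = agonist plus DMSO wells and 100% = wells without agonist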
NADH coupling – inhibitors of enzymes used to reach an NAD/NADH endpoint; coupled PK/LDH NADH assays, four targets; IC50, µM (top dose mostly 10 µM), inactives show top-dose inhibition; 65,000 tested, 0.02% active;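 active means single-dose screening hits from any of four coupled enzyme assays that gave an IC50 when retested across doses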;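 further: the DPM-DC format reads NADH fluorescence rather than 340 nm absorbance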
Starred values were filed as active, the others as inactive; nt = no result given; [ ] = another dose, or the depositor's remark.

Order of values: 5HT1E ag | 5HT1a antag | Ecoli tolC | MMP13 inh | 5HT1a ag | SF1 activator | RORa activator | 5HT1E antag | NADH coupling
COc1cccc(-n2c(O)c(C=NCCN3CCOCC3)c(=O)[nH]c2=O)c1
→ -0.8 | nt | 6 | 3 | 1.8 | 10 | 15 | -4 | 1%
CC(NC(C)(C)C)C(=O)c1cccc(Cl)c1 (stereo not drawn)
→ 0.6 | nt | 7 | -8 | -0.8 | -8 | -15 | 1 | 3%
c1cncc(CNC2=NCCCCC2)c1
→ -0.8 | 9 | -10 | -2 | -1.5 | -3 | -17 | -8 | 2%
Cc1ccnc(-n2c(C)nc3ccccc3c2=O)c1
→ -1.1 | -1 | 5 | 2 | 0.5 | 21 | 6 | -1 | 6%
Cc1ccc2c(c1)CNc1ccccc1O2
→ 0.5 | -5 | 5 | 9 | -1.2 | 20 | -26 | -10 | 3%
CSc1nnc(C2CCNCC2)n1C
→ 0.3 | 2 | -16 | -6 | -0.4 | -13 | 3 | 8 | 7%
Cc1ccccc1NC1=NCCCS1
→ -0.6 | -2 | -11 | 1 | -0.1 | -10 | -17 | -8 | 11%
Cc1ccc(OCC(=O)NCCN2CCN(C(=O)COc3ccc(C)cc3)CC2)cc1
→ 0.0 | -8 | -1 | 2 | -3.6 | -6 | -2 | 5 | 3%
Cn1cccc1CNCCc1ccccc1F
→ 0.0 | 2 | -6 | 0 | 2.9 | -1 | 7 | 7 | 8%
Cc1cccn2c(=O)c3cc(C(=O)N4CCC5(CC4)OCCO5)n(C)c3nc12
→ 0.4 | 7 | -18 | -44 | -1.3 | 13 | 25 | 15 | 10%[fluoresces]
CC1(C)CC(=O)C=C(NCCN2CCN(C(=O)Cc3ccc(Cl)cc3)CC2)C1
→ 0.5 | -2 | -6 | -6 | 0.1 | 3 | -8 | 0 | 3%
COc1ccc(-c2cc(C(F)(F)F)n3nc(C(=O)N4CCC5(CC4)OCCO5)cc3n2)cc1OC
→ 1.7 | -10 | -7 | 2 | 2.2 | 3 | -2 | -1 | 23%
Cn1c(O)c(C=NCc2cccs2)c(=O)n(C)c1=O
→ 0.6 | -15 | -11 | 2 | -1.1 | -3 | -3 | 2 | 2%
Cn1c(=O)n(CC(=O)N2CCC3(CC2)OCCO3)c(=O)c2ccccc21
→ -1.2 | -16 | -11 | -4 | -1.6 | 4 | 11 | -3 | 2%
CC(=O)[C@H]1CC[C@H]2[C@@H]3CC[C@H]4C[C@H](O)CC[C@]4(C)[C@H]3C(=O)C[C@]12C
→ 0.1 | nt | 5 | 2 | -0.6 | -11 | -13 | 0 | 1%
Cc1ccc2nc3c(cc2c1)CC1(C(=O)N(C)C(=O)N(C)C1=O)C1CCCCN31 (stereo not drawn)
→ 0.9 | 2 | -5 | -11 | -2.9 | 5 | 23 | 8 | 4%
Cn1c2ccccc2c2c(C(=O)N3CCC4(CC3)OCCO4)cn(C3CCCC3)c(=O)c21
→ 0.4 | -16 | -12 | -53 | 2.4 | 2 | 8 | 4 | 17%[fluoresces]
CCOC(=O)c1ccc(NC(=O)C2C3C=CC(O3)C2C(=O)O)cc1 (stereo not drawn)
→ -0.9 | 0 | 2 | 1 | -1.9 | 2 | 4 | -13 | 2%
C=CCOc1ccc(CC2C(=O)N(C)C(=O)N(C)C2=O)cc1
→ 0.0 | 0 | 1 | 5 | -1.2 | 3 | 3 | -9 | 3%
COc1ccccc1N(CC(=O)NC1CCCCC1)C(=O)c1cnn(C(C)C)c1
→ 0.2 | -3 | -2 | 3 | -0.5 | 10 | 14 | -6 | 5%

Next part, starting with the last 3 of the part before.
Order of values: 5HT1E ag | 5HT1a antag | Ecoli tolC | MMP13 inh | 5HT1a ag | SF1 activator | RORa activator | 5HT1E antag | NADH coupling
CCOC(=O)c1ccc(NC(=O)C2C3C=CC(O3)C2C(=O)O)cc1 (stereo not drawn)
→ -0.9 | 0 | 2 | 1 | -1.9 | 2 | 4 | -13 | 2%
C=CCOc1ccc(CC2C(=O)N(C)C(=O)N(C)C2=O)cc1
→ 0.0 | 0 | 1 | 5 | -1.2 | 3 | 3 | -9 | 3%
COc1ccccc1N(CC(=O)NC1CCCCC1)C(=O)c1cnn(C(C)C)c1
→ 0.2 | -3 | -2 | 3 | -0.5 | 10 | 14 | -6 | 5%
CCCCn1c(O)c(C(CC)=NCCc2ccccc2)c(=O)[nH]c1=O
→ -0.1 | -20 | 99* | 2 | 3.8 | -10 | -20 | -12 | 2%
CC(C)OC12Oc3ccccc3C=C1N1CCC2CC1 (stereo not drawn)
→ -0.6 | 7 | -11 | -2 | -1.6 | 7 | -15 | 3 | 7%
CNC(C(=O)c1ccccc1)C(OC)c1ccccc1 (stereo not drawn)
→ 1.3 | 0 | -16 | -6 | 2.4 | 5 | 2 | -4 | 5%
C=CCn1c(O)c(C(C)=Nc2ccc(N(C)C)cc2)c(=O)[nH]c1=O
→ 0.8 | -4 | -5 | 3 | 0.3 | -11 | -5 | -60 | 0%
O=C(CCCC1=NS(=O)(=O)c2ccccc2N1)N1CCC2(CC1)OCCO2
→ -1.4 | -17 | -15 | -1 | -0.2 | 3 | 0 | 0 | 3%
CCC1=C(C)C(N2CCOCC2)=NP(N2CCOCC2)(N2CCOCC2)=N1
→ -0.3 | -3 | -9 | 0 | -2.1 | -1 | -16 | -4 | 4%
CCOC(=O)C(O)(c1ccc(N(CC)S(=O)(=O)c2ccccc2)cc1)C(F)(F)F (stereo not drawn)
→ -0.7 | 3 | 52 | 1 | -4.2 | -10 | 7 | 7 | 4%
O=c1c2ccccc2nc(-c2cccs2)n1-c1cnccn1
→ 0.3 | -5 | 6 | -5 | 0.2 | 0 | -6 | -3 | 7%
O=c1[nH]c(=O)n(-c2cccc(Cl)c2)c(O)c1C=NCCCN1CCOCC1
→ -0.4 | -2 | -8 | 1 | -5.0 | -4 | 13 | -1 | 2%
CCCCn1c(O)c(C(CC)=Nc2cccc(C(=O)O)c2)c(=O)[nH]c1=O
→ -0.5 | 0 | -5 | -24 | -0.6 | -5 | -1 | 1 | 3%
COc1ccc(CC2c3cc(OC)c(OC)cc3CCN2C)cc1OC (stereo not drawn)
→ 0.7 | -4 | -11 | -3 | 1.9 | -1 | -11 | 4 | 2%
Cc1nc2c(c(C)nn2-c2ccccc2)c(C)c1CCC(=O)N1CCC2(CC1)OCCO2
→ -1.4 | -10 | 3 | -20 | -1.8 | -4 | 15 | -9 | 4%
CCOC(=O)C1=C(N)OC2=C(C(=O)CC(C)(C)C2)C12C(=O)Nc1ccccc12 (stereo not drawn)
→ 0.0 | -9 | -11 | -3 | -2.2 | 24 | -4 | 0 | 0%
N[C@@H](Cc1c[nH]c2ccccc12)c1nnc(SCc2ccccc2F)o1
→ -0.4 | -9 | 17 | -7 | 0.3 | -14 | 23 | 1 | 4%
O=C(C1CCN(c2nc3ccc(Br)cc3s2)CC1)N1CCC2(CC1)OCCO2
→ 0.8 | -10 | 0 | -1 | -3.9 | 6 | 8 | -6 | 5%
Cc1c(N=Cc2c(O)n(CCc3ccccc3)c(=O)[nH]c2=O)c(=O)n(-c2ccccc2)n1C
→ -0.6 | nt | 9 | 0 | 1.4 | -3 | 3 | 5 | 6%
COc1ccc(C2C(C(=O)N3CCC4(CC3)OCCO4)c3cc(OC)c(OC)cc3C(=O)N2C)cc1 (stereo not drawn)
→ 0.4 | 8 | -12 | -3 | -1.0 | -12 | -11 | -1 | 2%
CC(=O)OC1N=C(c2ccccc2)c2ccccc2NC1=O (stereo not drawn)
→ 0.0 | nt | -3 | 1 | 1.2 | 3 | -13 | 5 | 4%
OCCN(CC#CC(O)(c1ccccc1)C1CCCC1)CCO (stereo not drawn)
→ 1.1 | 4 | -7 | 6 | -2.7 | 4 | -8 | -2 | 5%
CCCCn1c(O)c(C(CC)=NCCCN(C)C)c(=O)[nH]c1=O
→ 0.1 | -4 | -14 | 1 | 0.8 | -7 | 1 | -6 | 7%

Compound profiles (already shown). Order of values: 5HT1E ag | 5HT1a antag | Ecoli tolC | MMP13 inh | 5HT1a ag | SF1 activator | RORa activator | 5HT1E antag | NADH coupling
`CC(=O)OC1N=C(c2ccccc2)c2ccccc2NC1=O` (stereo not drawn) is listed with 0.0 | nt | -3 | 1 | 1.2 | 3 | -13 | 5 | 4%
`OCCN(CC#CC(O)(c1ccccc1)C1CCCC1)CCO` (stereo not drawn) is listed with 1.1 | 4 | -7 | 6 | -2.7 | 4 | -8 | -2 | 5%
`CCOC(=O)C1=C(N)OC2=C(C(=O)CC(C)(C)C2)C12C(=O)Nc1ccccc12` (stereo not drawn) is listed with 0.0 | -9 | -11 | -3 | -2.2 | 24 | -4 | 0 | 0%

(listing goes on)
Order of values: 5HT1E ag | 5HT1a antag | Ecoli tolC | MMP13 inh | 5HT1a ag | SF1 activator | RORa activator | 5HT1E antag | NADH coupling
COC(=O)C1C2c3ccccc3OC1(C)N=c1s/c(=C/c3cnn(C)c3)c(=O)n12 (stereo not drawn)
→ -0.5 | -8 | 17 | 0 | 1.0 | -18 | -13 | 0 | 6%
CC(=NCCN1CCCCC1)c1c(O)n(Cc2ccccc2)c(=O)[nH]c1=O
→ -1.6 | 6 | 0 | 5 | -0.8 | -6 | -14 | 3 | 3%
Cc1ccc(C2SCC(=O)Nc3c2c(=O)[nH]n3C2CCOC(C)(C)C2)cc1 (stereo not drawn)
→ 0.1 | 2 | -2 | 0 | 0.2 | -2 | -11 | 4 | 8%
Cc1occc1C(=O)N1CCC2(CC1)OCCO2
→ -1.1 | 10 | -4 | -1 | -1.3 | -15 | -21 | 11 | 1%
O=C(Nc1ccc2c(c1)OCO2)c1cn(Cc2ccc(F)cc2)nn1
→ 0.5 | 2 | 6 | -2 | 0.2 | 29 | 10 | 8 | 4%
COc1ccc(OC)c(CN2CCN(C(=O)COc3cccc(C)c3)CC2)c1
→ -1.8 | 12 | 0 | -3 | -3.3 | -3 | -20 | 9 | 21%
O=C1NCN(c2ccccc2)C12CCNCC2
→ -0.3 | 5 | nt | 3 | -2.4 | -6 | -9 | 11 | 8%
NCCc1ccc(O)cc1
→ 0.3 | -6 | -11 | 1 | -0.1 | 3 | -15 | -5 | 2%
O=C1c2ccccc2C(=O)N1Cc1nc2ccccc2c(=O)n1-c1cccnc1
→ -0.3 | nt | 3 | -5 | -3.5 | 3 | -22 | -5 | 2%
Cc1c2cnn(CC(=O)N3CCC4(CC3)OCCO4)c(=O)c2c(C)n1Cc1ccccc1
→ -0.4 | -8 | 4 | -4 | 0.3 | 0 | -8 | -4 | 4%
COc1ccccc1CC1/C(=N/O)C2CCN1CC2 (stereo not drawn)
→ 1.1 | -11 | -15 | 0 | -0.9 | -26 | -3 | 0 | 6%
CCN1CCN(C(=O)COc2ccc(S(=O)(=O)N(C)Cc3ccccc3)cc2)CC1
→ -0.2 | 5 | 3 | 2 | -0.4 | 12 | -10 | 7 | 5%

Gathered by group: the entries above with a COOH group.
Order of values: 5HT1E ag | 5HT1a antag | Ecoli tolC | MMP13 inh | 5HT1a ag | SF1 activator | RORa activator | 5HT1E antag | NADH coupling
CCOC(=O)c1ccc(NC(=O)C2C3C=CC(O3)C2C(=O)O)cc1 (stereo not drawn)
→ -0.9 | 0 | 2 | 1 | -1.9 | 2 | 4 | -13 | 2%
CCCCn1c(O)c(C(CC)=Nc2cccc(C(=O)O)c2)c(=O)[nH]c1=O
→ -0.5 | 0 | -5 | -24 | -0.6 | -5 | -1 | 1 | 3%

Bioassay records (PubChem)

The list is partial; count on the stated rates, not on these rows.
